From PubChem
TRPC6 inh: mouse TRPC6 channel inhibition. Q61143. HEK293-TRPC6, membrane potential dye, ACh-evoked depolarization; stronger effect = lower value. B-score at 10 µM. hit rate 1.1% among 310,000. AID 2553;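 active means B-score under library mean minus 3 SD, initial fluorescence not abnormally high, positive integrated signal ratio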;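 further: B-score derived from integrated fluorescence ratio over the kinetic read; more negative B-score means stronger inhibition of depolarization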
MrgX1 ag: human MrgX1 receptor agonism, primary screen; Q96LB2; MrgX1-HEK293 cells, Fluo-4 calcium fluorescence, agonist mode; stronger effect = higher value; B-score at 10 µM; hit rate 0.44% among 310,000;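 active means calcium response B-score plate-corrected fluorescence ratio at least 3 library SD, with starting fluorescence B-score inside 5 SD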
Target sequence (Q96LB2 whole entry, looked up): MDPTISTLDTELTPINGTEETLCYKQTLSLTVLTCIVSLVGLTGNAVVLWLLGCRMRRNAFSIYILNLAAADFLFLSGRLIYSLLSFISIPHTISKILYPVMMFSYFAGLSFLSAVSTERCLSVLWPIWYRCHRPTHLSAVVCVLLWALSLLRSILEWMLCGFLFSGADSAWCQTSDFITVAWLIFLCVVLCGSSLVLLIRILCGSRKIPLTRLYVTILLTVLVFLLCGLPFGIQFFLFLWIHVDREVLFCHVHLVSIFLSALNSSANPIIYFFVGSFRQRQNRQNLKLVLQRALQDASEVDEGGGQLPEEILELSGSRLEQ
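Assay system: MrgX1-expressing HEK293 cells / Amount: fifteen thousand cells per well / Doses: test compound in the initial addition of three / Timing: cells plated overnight, dye loaded 0.5 h 37 °C, 0.5 h room temperature / Technique: kinetic calcium dye fluorescence, Fluo-4 NW / Control set: positive and negative controls per plate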
TRPC6 activator: mouse TRPC6 channel activation; HEK293-TRPC6 membrane potential dye fluorescence; stronger effect = higher value; B-score at 10 µM; hit rate 0.13% among 310,000; AID 2550;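 active means B-score of the integrated fluorescence ratio above library mean plus 3 SD, and starting fluorescence ratio within library mean plus 5 SD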;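 further: higher score means more depolarization so channel activation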
HIF act: HIF pathway transcriptional activation. activation, % at 7.5 µM (by protocol). hit rate 0.32% among 300,000. U2OS HRE-luciferase reporter, luminescence; normalized: DMSO 0%, desferrioxamine 100%;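 active means mean activation of at least 10% of the iron chelator positive control signal, with at least half of replicates also reaching 10%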
RGS4 pot: potentiators or activators of RGS4 | hit rate 0.92% among 310,000 | HEK293 M3R/inducible RGS4, carbachol calcium flux Fluo4; stronger effect = lower value | B-score at 10 µM;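 active means B-score of the integrated calcium signal more than 4 SD below the library mean, with starting fluorescence not abnormally high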;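 further: negative B-score means reduced calcium response which marks RGS4 activation or potentiation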
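Detection: kinetic calcium fluorescence imaging with Fluo4-AM dye, 2 µM / Material: HEK293 cells with stable M3R and inducible RGS4 / Schedule: recording 10 s baseline at 1 Hz, 100 s post-agonist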
MrgX1 antag: antagonists of human MrgX1 receptor; B-score at 10 µM; hit rate 1.3% among 310,000; MRGX1-HEK293 calcium flux, Fluo-4, BAM8-22 antagonism; stronger effect = lower value; Q96LB2;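 active means calcium-response B-score plate-corrected more than 3 library SD below zero, starting fluorescence within 5 deviations, no agonist response on first addition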;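 further: peak minus trough fluorescence over baseline after final BAM8-22 challenge near maximal dose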
Platelet DG rel: modulates dense granule release in human platelets; human platelet-rich plasma, SFLLRN dense granule ATP release, luminescence; inhibition, %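 (compounds screened at 7.5 µM in platelet-rich plasma)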; hit rate 0.22% among 300,000;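 active means mean replicate score, as percent of positive control, at or above 50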
RGS4 block: inhibitors of human RGS4. hit rate 0.45% among 310,000. P49798. B-score at 10 µM. HEK293 M3R/RGS4 inducible, Fluo-4 calcium flux; stronger effect = higher value; triggered by carbachol at its EC20;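 active means B-score, a plate-corrected calcium signal, over three deviations above library mean, with baseline fluorescence within five deviations of library mean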;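 further: RGS4 expression induced by doxycycline in cells with stable M3 receptor; B-score is computed from the integrated fluorescence ratio over baseline after carbachol; higher B-score means a larger calcium signal and so more RGS4 inhibition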
Target sequence (P49798 whole entry, looked up): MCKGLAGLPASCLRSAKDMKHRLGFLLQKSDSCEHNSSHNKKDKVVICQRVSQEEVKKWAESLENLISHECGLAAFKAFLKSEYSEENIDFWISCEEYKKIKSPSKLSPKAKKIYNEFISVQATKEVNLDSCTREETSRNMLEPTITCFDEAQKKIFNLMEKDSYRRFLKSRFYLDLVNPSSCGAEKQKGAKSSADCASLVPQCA
SKKanGAS inh: inhibitors of SKKanGAS S. pyogenes growth in kanamycin (SK-promoter or general growth effect); BacTiter-Glo, 6 h; hit rate 1.3% among 300,000; inhibition, % at 7.5 µM; AID 1662;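 active means mean replicate score, as percent of positive control median, at least 50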;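 further: strain carries kanamycin resistance gene driven by streptokinase promoter and grows in 40 µg/ml kanamycin; loss of luminescence reflects streptokinase promoter inhibition or plain growth inhibition; 0% = median of DMSO wells and 100% = positive control at its reference dose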
TRPC4 block: inhibitors of mouse TRPC4 channel. Q9QUQ5. HEK293 TRPC4beta/mu-opioid, DAMGO-evoked Fluo4 calcium flux; stronger effect = lower value. B-score at 10 µM. hit rate 0.39% among 300,000. AID 2247;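 active means B-score over 3 SD under the library average, no early fluorescence shift, positive overall ratio signal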
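Material: HEK293 cells with stable TRPC4beta plus mu-opioid receptor expression; probe or stimulus: DAMGO in two steps, submaximal then maximal; technique: Fluo4 calcium fluorescence by kinetic imaging, 5 s 1 Hz baseline; measure: integrated fluorescence ratio relative to baseline, converted to per-well B score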
MrgX1 allo act: allosterically activates human MrgX1 receptor signaling; Q96LB2; MrgX1-HEK293, Fluo-4 calcium flux, FDSS; stronger effect = higher value; B-score at 10 µM; hit rate 0.63% among 310,000;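 active means plate-corrected calcium response at least 3 library SD above typical, normal starting fluorescence, not activating the receptor alone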;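 further: compound read alongside a low EC10 to EC30 dose of BAM8-22 agonist; peak minus trough fluorescence over baseline measured at the second addition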
* marks the source's active call; other numbers are inactive results; i = inactive; . = no result given.

Each structure is followed by: RGS4 block	TRPC6 inh	SKKanGAS inh	MrgX1 antag	MrgX1 allo act	TRPC4 block	MrgX1 ag	TRPC6 activator	RGS4 pot	Platelet DG rel	HIF act
- Cc1ccc(NC(=O)c2sc3ncn(CC(=O)N4CCN(c5ccccn5)CC4)c(=O)c3c2C)cc1F
  i	i	2	i	i	i	i	i	i	23	-0.7
- COc1ccc(NC(=O)CCNC(=O)Cn2cnc3sc4c(c3c2=O)CCCC4)cc1OC
  i	i	-2	i	i	i	i	i	i	0	-0.2
- Cc1ccc(-c2n[nH]c(=O)c3ccccc23)cc1S(=O)(=O)Nc1ccc(F)cc1
  i	i	20	i	i	i	i	i	i	-3	.
- CCN(CC(=O)NCc1ccc(Cl)cc1)C(=O)COc1cccc(Cl)c1
  i	i	3	i	i	i	i	i	i	-4	-0.7
- CON(C)S(=O)(=O)c1cccc(C(=O)Oc2ccc(N(C)S(=O)(=O)c3ccccc3)cc2)c1
  i	i	3	i	i	i	i	i	i	26	-0.2
- O=C(CCN1C(=O)S/C(=C\C=C\c2ccccc2)C1=O)Nc1ccc(O)cc1
  i	i	5	i	i	i	i	i	i	-3	4.9
- CCOC(=O)/C=C1\SCC(=O)N1CC(=O)Nc1ccc2c(c1)CCC2
  i	i	-2	i	i	i	i	i	i	1	-0.2
- O=C1NC[C@H](CC2CCCCC2)N(CCc2cccc(F)c2)C1=O
  i	i	2	i	i	i	i	i	i	3	-0.3
- O=C(NCC1CCN(Cc2ccccc2F)CC1)Nc1cc(F)ccc1F
  i	i	8	i	i	i	i	i	i	1	-17
- O=c1c2ccccc2nc2n1CCS2(=O)=O
  6.2*	i	-1	i	i	i	i	i	i	-10	-0.5
- CCC(=O)Nc1nnc(S(=O)(=O)N2CCCc3ccccc32)s1
  i	i	2	i	i	i	i	i	i	15	0.1
- CC(=O)c1ccc(N2CCN(c3ccccc3O)CC2)c([N+](=O)[O-])c1
  i	i	11	i	i	i	i	i	i	-5	0.6
- Cc1ccc(SCC(=O)OCC(=O)NC2CCCCCCC2)cc1
  i	i	-5	i	i	i	i	i	i	5	-0.1
- O=C(N/N=C/c1ccoc1)c1ccc(Cl)cc1
  i	i	2	i	i	i	i	i	i	17	0.3
- CC(C)OP(=O)(OC(C)C)C(Nc1ccccn1)c1ccc(F)cc1 (stereo not drawn)
  i	i	-4	i	i	i	i	i	i	11	0.8
- Cc1cc(C(=O)N2CCCC(C(=O)c3cccc4ccccc34)C2)nc(C)n1 (stereo not drawn)
  i	i	3	i	i	i	i	i	i	5	-0.2
- Cc1ccccc1-c1nnc(SCc2ccccc2F)o1
  i	i	39	i	i	i	i	i	i	8	2.8
- CCN(CC)CCn1c(=S)[nH]c2cc(C(=O)NCc3ccc(C)cc3)ccc2c1=O
  i	i	1	i	i	i	i	i	i	2	0.5
- COc1ccc(Cn2nnnc2C(C(C)C)N2CCN(c3ccccc3OC)CC2)cc1 (stereo not drawn)
  i	i	-2	i	i	i	i	i	i	15	-0.7
- CCCS(=O)(=O)c1nc(S(=O)(=O)c2ccc(C)cc2)c(N2CCN(C)CC2)s1
  i	i	-5	i	i	i	i	i	i	7	0.2
- O=C(CCS(=O)(=O)c1ccc(Br)cc1)N1CCN(Cc2ccccc2)CC1
  i	i	-1	i	i	i	i	i	i	-4	-0.4
- CCCN1CCC(CCOc2ccccc2)(C(=O)OCC)CC1
  i	i	-1	i	i	i	i	i	i	6	2.2
- Cc1ccc(OCc2nc(-c3ccc(Cl)cc3)n[nH]2)cc1
  i	i	2	i	i	i	i	i	i	-2	0.5
- O=C(NC1CCCC1)C1CCC(CNS(=O)(=O)c2ccc(F)cc2)CC1 (stereo not drawn)
  i	i	7	i	i	i	i	i	i	1	-0.1
- Cc1c(C)[n+](=O)c(-c2ccc(Br)cc2)c(C)n1[O-]
  i	i	-5	i	i	i	i	i	i	-10	0.3
- COc1cccc(COc2cc3ccccc3nc2C)c1
  i	i	14	i	i	i	i	i	i	4	1.5
- COc1ccc(S(=O)(=O)N2CCOC2CNC(=O)C(=O)NCCN2CCOCC2)cc1OC (stereo not drawn)
  i	i	-2	i	i	i	i	i	i	1	0.5
- CC[N+](CC)(CCO)CCCN1C(=O)C2CC=C(Cl)CC2C1=O (stereo not drawn)
  i	i	0	i	i	i	i	i	i	-7	-0.2
- COC(=O)c1ccc(C23CC4(C2)[C@H](CN(CC2CCCCC2)[C@@H]4c2ccccc2)C3c2ccc(C(F)(F)F)cc2)cc1 (stereo partly drawn)
  i	i	2	i	i	i	i	i	i	-1	-0.2
- COCCCNC(=O)CSc1ccc(Cl)cc1
  i	i	2	i	i	i	i	i	i	-3	0.0
- OCCOCCOc1ccc(-c2nn[nH]n2)cc1
  i	i	-15	i	i	i	i	i	i	-7	-0.5
- Cc1ccc(N2CC(C(=O)N/N=C/c3sccc3C)CC2=O)cc1 (stereo not drawn)
  i	i	-8	i	i	i	i	i	i	-39	0.4
- CCC(C(=O)NC1CCCC1)N(Cc1cccs1)C(=O)Cn1nnc(-c2ccc(OC)c(OC)c2)n1 (stereo not drawn)
  i	i	-2	i	i	i	i	i	i	1	0.4
- CCN(CC)S(=O)(=O)c1cccc(NC(=O)C2SC(=Nc3ccc(C)cc3C)C(C(=O)NC(C)COC)=C2N)c1 (stereo not drawn)
  i	i	31	i	i	i	i	i	i	13	-0.9
- Cc1ccc(C(C)C)c(OCC(=O)N2CCOCC2)c1
  i	i	4	-6*	i	i	i	i	i	5	0.1
- Cc1cc(C)c2c(=O)[nH]c(SCC(=O)NCCc3ccccc3)nc2n1
  i	i	3	i	i	i	i	i	i	-4	0.0
- Cn1c(=O)n(C)c2cc(C(=O)Nc3ccc(Br)cc3)ccc21
  i	i	-5	i	i	i	i	i	i	1	1.0
- O=c1cc(C(F)(F)F)[nH]c(=S)n1-c1ccccc1
  i	i	-2	i	i	i	i	i	i	-5	-0.3
- Cc1ccc(C(=O)Nc2cc3c(cc2Cl)OCCCO3)cc1
  i	i	-6	i	i	i	i	i	i	8	6.6
- COc1ccc(OC)c(Nc2nc(-c3sc(NC(=O)c4ccccc4)nc3C)cs2)c1
  i	i	16	i	i	i	i	i	i	0	1.2
- CCOC(=O)c1c(NC(=O)c2cccc(N3C(=O)CCC3=O)c2)sc2c1CCN(CC)C2
  i	-6.3*	1	i	i	i	i	i	-9.8*	13	-0.5
- COc1ccc(CN(Cc2ccccn2)S(=O)(=O)c2ccc(-n3cnnn3)c(OC)c2)cc1
  i	i	-3	i	i	i	i	i	i	-24	-0.2
- Cc1nn(C)c(C)c1C(=O)NN
  i	i	-1	i	i	i	i	i	i	7	-0.4
- CCCCn1nc(CC(=O)O)c2ccccc2c1=O
  i	i	-3	i	i	i	i	i	i	-10	0.0
- Cc1cccc(NC(=O)CSc2nc(C)c(CC(=O)c3ccc(Br)cc3)c(C)c2C#N)c1C
  i	i	4	i	i	i	i	i	i	2	0.1
- CC1(C)CC(=O)C(C=NCCN2CCN(C(=S)Nc3ccc(F)cc3)CC2)=C(O)C1
  i	i	1	i	i	i	i	i	i	-3	-0.2
- CCOC(=O)C1CCN(S(=O)(=O)c2cccc3nonc23)CC1
  i	i	0	i	i	i	i	i	i	3	-0.8
- Cc1ccnc(SCC(=O)n2c3c(c4ccccc42)CC(C)CC3)n1 (stereo not drawn)
  i	i	-3	i	i	i	i	i	i	-7	0.1
- COc1ccc(CCNC(=O)CS(=O)(=O)c2cn(CC(=O)N3CCCC3)c3ccccc23)cc1OC
  i	i	-13	i	i	i	i	i	i	-4	-0.7
- COc1ccc(Cl)cc1NC(=O)CN(C)C(=O)Cn1cnc2c1c(=O)n(C)c(=O)n2C
  i	i	-4	i	i	i	i	i	i	2	-0.1
- c1ccc(N2CCN(Cc3nc4ccccc4[nH]3)CC2)nc1
  i	i	1	i	i	i	i	i	i	1	-1.3
- CCCn1nc(NC(=O)CC(C)C)c2cc3cccc(C)c3nc21
  i	i	-1	i	i	i	i	i	i	0	0.6
- CCOc1ccc2c(c1)C(c1ccc(C)cc1)=NNC(c1ccc(C)cc1)=N2
  i	i	22	i	i	i	i	i	i	2	3.0
- CCC(Sc1nc(N)cc(=O)[nH]1)C(=O)NC(C(=O)OC)c1ccccc1 (stereo not drawn)
  i	i	0	i	i	i	i	i	i	2	-0.2
- CCOC(=O)c1[nH]c2ccc(OC)cc2c1NC(=S)N1CCN(c2ccc(F)cc2)CC1
  i	i	8	i	i	i	i	i	i	-2	0.7
- CCOC(=O)Cc1csc(NC(=O)CN2CCN(c3ccccc3)CC2)n1
  i	i	0	i	i	i	i	i	i	5	0.3
- Nc1nc(COc2ccc(F)cc2Cl)nc(N2CCCCC2)n1
  i	i	1	i	i	i	i	i	i	-4	0.0
- Cc1cccc(C)c1NC(=O)N1CCC(n2cnc3ccccc32)CC1
  i	i	-2	i	i	i	i	i	i	8	-0.3
- CC(=O)Oc1ccc(N(C(C)=O)S(=O)(=O)c2cccs2)c2ccccc12
  i	i	9	i	i	i	i	i	i	-17	-0.8
- O=C(NCCc1ccccc1F)[C@@H]1CSC2c3ccccc3C(=O)N21 (stereo partly drawn)
  i	i	0	i	i	i	i	i	i	-4	-0.8

(list continues)
Each structure is followed by: RGS4 block	TRPC6 inh	SKKanGAS inh	MrgX1 antag	MrgX1 allo act	TRPC4 block	MrgX1 ag	TRPC6 activator	RGS4 pot	Platelet DG rel	HIF act
- O=C(NCc1ccccn1)C1CCN(Cc2cnn(-c3ccccc3)c2-n2cccc2)CC1
  i	i	-7	i	i	i	i	i	i	2	-0.1
- Cc1csc(CCc2nc(C)cs2)n1
  i	i	3	i	i	i	i	i	i	0	0.0
- CCOc1cc(/C=N/NC(=O)C(=O)Nc2cc(Cl)ccc2C)ccc1O
  i	i	-10	i	i	i	i	i	i	4	-0.2
- COc1ccc(Cl)cc1NC(=O)CN(C)C(=O)c1cc(-c2ccncc2)nc2ccccc12
  i	i	-9	i	i	i	i	i	i	-19	-0.2
- COCCNC(C(=O)Nc1ccc([N+](=O)[O-])cc1Br)c1ccccc1 (stereo not drawn)
  i	i	-10	i	i	i	i	i	i	16	-0.2
- CC(C)=C1SC(N2CCN(c3cccc(C(F)(F)F)c3)CC2)=NC1=O
  i	i	14	i	i	i	i	i	i	-3	-0.3
